mcGAS RapidFire = inhibitors of mouse cGAS; recombinant mouse cGAS, cGAMP by RapidFire MS; inhibition, % at 12.5 µM; 130,000 compounds, 0.18% hits; AID 1259397;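 active means inhibition of cGAS enzyme activity at or above 60%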;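 further: enzyme stimulated by 45 bp dsDNA with ATP and GTP substrates; cGAMP share of summed cGAMP plus half ATP and half GTP signals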
Target sequence (Q8C6L5 whole entry, looked up): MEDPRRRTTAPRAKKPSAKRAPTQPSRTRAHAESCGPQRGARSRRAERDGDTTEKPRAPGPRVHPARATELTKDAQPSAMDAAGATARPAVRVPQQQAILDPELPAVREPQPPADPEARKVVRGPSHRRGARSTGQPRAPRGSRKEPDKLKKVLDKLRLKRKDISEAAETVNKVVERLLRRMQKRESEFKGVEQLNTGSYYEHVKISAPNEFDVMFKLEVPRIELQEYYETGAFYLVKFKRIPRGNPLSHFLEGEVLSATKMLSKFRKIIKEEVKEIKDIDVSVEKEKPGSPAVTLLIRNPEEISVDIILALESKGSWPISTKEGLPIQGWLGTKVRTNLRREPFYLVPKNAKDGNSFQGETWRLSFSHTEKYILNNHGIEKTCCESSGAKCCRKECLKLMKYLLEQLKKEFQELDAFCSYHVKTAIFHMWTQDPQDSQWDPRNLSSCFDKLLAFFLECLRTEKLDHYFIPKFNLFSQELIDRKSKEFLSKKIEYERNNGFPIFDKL
* marks the source's active call; other numbers are inactive results; & = joins results of further samples. Not all compounds are listed; rates above refer to the full screens.

#	mcGAS RapidFire	compound
1	-8	CCCC(C)(C)C(=O)N1CCC1(C)C(=O)NS(=O)(=O)c1ccc(C#N)cc1 (centres undefined)
2	-9	COc1cccc(-n2cc(CN(C)Cc3cc(C(C)(C)C)n[nH]3)cn2)c1
3	-8	CN(C)C(=O)CN1CCN(C(=O)c2ccc3ccccc3c2O)CC1
4	-10	CS(=O)(=O)NC1CCN(C(=O)c2ccccc2C2CCNC2)CC1 (centres undefined)
5	-9	COc1cc(NC(=O)Cn2cnc3c(sc4ncccc43)c2=O)cc(OC)c1
6	5	CCC(C(=O)OC)n1cnc2c(nnn2-c2cccc(OC)c2)c1=O (centres undefined)
7	1	COc1ccc2nc(C)cc(NCCc3ccc(S(N)(=O)=O)cc3)c2c1
8	-7	Cc1ccc(N2CCCS2(=O)=O)cc1NC(=O)NCc1ccc(Cl)cc1
9	-16	Cc1ncc(C)c(N2CCn3nc(C(=O)Nc4ccccc4)cc3C2)n1
10	-4	COCc1c(C(=O)Nc2ccccc2Br)oc2ccccc12
11	-22	COC(=O)c1[nH]ncc1CN1CCC(Cc2ccc(F)cc2)CC1
12	-2	CCOCCn1c(N(C)Cc2ccccc2)nc2c1c(=O)[nH]c(=O)n2C
13	-7	CC(C)c1nc(C(C)c2n[nH]c(=O)c3ccccc23)n(-c2ccccn2)n1 (centres undefined)
14	3	CCN(C(=O)NCCS(=O)(=O)C(C)(C)C)C1CC1
15	0	Fc1ccccc1-c1nnc(SCc2nnc(-c3ccccc3)o2)n1C1CC1
16	-8	COc1ccc(OC)c(S(=O)(=O)NC(=O)C2(C)CCN2C(=O)CC2CC2)c1 (centres undefined)
17	-3	CCOC(=O)C1(Cc2ccccc2F)CCCN(Cc2cn(CC)nc2C)C1 (centres undefined)
18	-4	CC1(C(=O)Nc2ccc3c(c2)OCO3)CCN1CCCc1ccccc1 (centres undefined)
19	2	Cn1nc(Sc2nnc(Nc3ccc(OC(F)(F)F)cc3)s2)c(=O)n(C)c1=O
20	-17	Cc1nnc(-c2cccc(NS(=O)(=O)NCc3ccccc3)c2)s1
21	-4	CC1CC1NC(=O)c1cnc2sc(Cc3ccccc3)cn2c1=O (centres undefined)
22	0	Cc1ccc2nc(N=C(N)N)[nH]c2c1
23	-15	COCc1nc(NCC2(c3ccccc3)CCOCC2)c2cnn(C)c2n1
24	-5&27	O=c1[nH]c(=S)[nH]c2c1cnn2-c1ccccn1
25	-10	COC(=O)CC1Cn2nc(C)nc2NC1=O (centres undefined)
26	2	Cc1c(C2NCCc3[nH]cnc32)c(=O)n(-c2ccccc2)n1C (centres undefined)
27	4	Cc1cc(C)c(S(=O)(=O)Nc2cccc(-c3nnnn3C3CC3)c2)c(C)c1
28	-5	CC1(C(=O)NS(=O)(=O)c2ccccc2)CCN1C(=O)Cc1ccc(Cl)cc1Cl (centres undefined)
29	-7	C=CCNC(=S)NN=Cc1ccc(C)s1
30	-29	CCn1c(C2CCN(C(=O)c3ccc(-c4ccccc4)[nH]3)CC2)n[nH]c1=O
31	3	Cn1ccnc1CN(C(=O)Nc1cccc(F)c1)C1CC1
32	-8	Cc1c(C)n2c3c(=O)n(C)c(=O)n(C)c3nc2n1Cc1ccc(Cl)cc1
33	-1	CN(CC1CCN(CCc2ccc(Cl)cc2)CC1)C1CCSCC1
34	-4	CC1ON=C(c2ccccn2)N(Cc2cccc(F)c2)C1=O (centres undefined)
35	-6	COc1cccc(N2CCC(NCc3noc(-c4ccco4)n3)CC2)c1
36	1	S=c1sc2ccccc2n1CN1CCOCC1
37	-15	Cc1ccc(CN2CCN(Cc3cn[nH]c3-c3ccccc3)CC2CCO)o1 (centres undefined)
38	-7	CC1Nc2ccc(Cl)cc2S(=O)(=O)N1 (centres undefined)
39	-8	Cc1ccc(-c2ccnc(NCC3(Cn4ccnc4C)CC3)n2)c(C)n1
40	-8	CC1Oc2ccc(-c3ccccc3)cc2N(c2ccccc2)C1=O (centres undefined)
41	1	COC(=O)c1ccc(S(=O)(=O)Nc2cccc(SC)c2)cc1
42	-5	COc1cccc(C(=O)N2CCN(Cc3cc(C(C)(C)C)n[nH]3)CC2)c1
43	4	CCOC(=O)CNC(=O)Cn1cnc2c(nnn2Cc2ccc(C)cc2)c1=O
44	3	CCOC(=O)C1=C(COC(=O)CCNS(=O)(=O)c2cccs2)NC(=O)NC1C (centres undefined)
45	1	CN1C(=O)NC(c2ccc(O)cc2)C2=C1CNC2=O (centres undefined)
46	-11	Cc1nc(SC(C)C(=O)NC(N)=O)c2c3c(sc2n1)CCCC3 (centres undefined)
47	-11&-3&2	CCCc1cc(=O)[nH]c(=S)[nH]1
48	9	CC(C)(C)c1oc(C(N)=O)cc1CN1CCC(N2CCCC2=O)CC1
49	-2	C#CCN(Cc1ccc(C)cc1)C(=O)C1CC1C1CC1 (centres undefined)
50	-17	O=C(c1c(O)cccc1O)N1CCC(c2cc(Cc3ccccc3)[nH]n2)CC1
51	29	Nc1cc([N+](=O)[O-])ccc1O
52	-5	COc1cccc(CN2CCCn3cccc3C2c2ccc([N+](=O)[O-])cc2)c1O (centres undefined)
53	1	S=c1[nH]nc(Cc2ccccc2)o1
54	0	COc1ccccc1C(=O)Nc1cc2c(cc1Br)OCCO2
55	-8	CCC(NC)c1ccc(-c2ccc(C(N)=O)cc2)cc1 (centres undefined)
56	-4	CC1CCN(C(=O)CSc2ccc(NC(=O)c3ccco3)nn2)CC1
57	-8	CCCCCn1c2ccccc2c2nc3ccccc3nc21
58	-12&6	CC(=O)Nc1nnc(S(N)(=O)=O)s1
59	-12	CN(Cc1ccccc1F)c1cccc(C#N)c1
60	-9	CCn1ccc(-c2n[nH]c(=O)n2Cc2ccccc2F)n1

Continued.
#	mcGAS RapidFire	compound
61	-9	CCN1CCC(N(C)CC2CCCN(CCc3cccc(C(F)(F)F)c3)C2)CC1 (centres undefined)
62	-4	Cc1ccc(-c2cccc(C(=O)NCCc3cc(=O)[nH]cn3)c2)o1
63	1	Cc1c(C(=O)N2CCN(CC(=O)Nc3cccc(F)c3)CC2)oc2ccc(Cl)cc12
64	-1	COCCNC(=O)c1sc(=O)n(Cc2ccccc2F)c1C
65	-9	Cc1cccc(N2CCN(C(=O)C3CCC(=O)N3)CC2)c1C (centres undefined)
66	-16	CC(C)C(O)(/C=C/C(O)(C(C)C)C(C)C)C(C)C
67	0	COCC(=O)N1CCCC(N2CCN(c3cccc(C(F)(F)F)c3)CC2)C1 (centres undefined)
68	-13	COc1ccccc1OC1CN(C2CCN(C(C)=O)CC2)C1
69	2	Cc1cccc2nc(COc3ccc(Br)cc3Cl)cn12
70	0	c1ccc2c3c(cc(N4CCOCC4)c2c1)OC1(N2CCOCC2)CCCCC1O3 (centres undefined)
71	0	C=C(C)Cn1c(CN(Cc2ccccc2)Cc2ccccc2)nc2c1c(=O)n(C)c(=O)n2C
72	-2	CCOC(=O)c1c(-c2ccccc2Cl)csc1NC(=O)Cn1cc(C(=O)OC)cc(C#N)c1=O
73	-14	CN(C)c1nccc(NC(=O)C2CCCOC2)n1 (centres undefined)
74	-13	Cc1cc(C(=O)N(C)Cc2ncc[nH]2)sc1-c1ccccc1
75	3	CCOc1cc(CO)ccc1OCCOc1ccc(Br)cc1
76	7	CSc1nccc(N2CCC(n3cc(CN4CCC(O)C4)nn3)CC2)n1 (centres undefined)
77	-14	Cc1nonc1CC(=O)N(C)Cc1nc2ccc(Cl)cc2[nH]1
78	-5	S=c1nc(Nc2ccccc2)c2ccccc2[nH]1
79	-13	NC(=O)COc1ccc(-c2nccn2-c2cccnc2)cc1Cl
80	-3	Cc1n[nH]c(=S)c2c1cnn2-c1ccccc1
81	-7	COc1cc(F)c(NS(=O)(=O)c2cccc(Cl)c2)cc1OC
82	-3	COc1cccc(-c2cc(C(=O)O)nc3cc(C(C)(C)C)nn23)c1
83	-14	Cc1ccc(C2(O)CCN(CC3CC=CCC3)CC2)nc1 (centres undefined)
84	5	COCc1ccccc1CNC(=O)/C=C/C(C)(C)C
85	-9	Cc1ccc(F)c(S(=O)(=O)NC(=O)C2(C)CCN2C(=O)Cc2ccccc2)c1 (centres undefined)
86	-2	Cc1ccc(S(C)(=O)=O)cc1NS(=O)(=O)c1cccc(C#N)c1
87	1	Clc1ccc2c(c1)C=C(CN1CCCC(N3CCOCC3)C1)CO2 (centres undefined)
88	-8	OCC1(Cc2ccccc2)CCCN(Cc2cccnc2)C1 (centres undefined)
89	3	Cc1ncsc1CCOC(=O)C1C2CC3CC(C2)CC1C3 (centres undefined)
90	-21	O=C(NCCn1ccnc1)C1CCCN(C2CCN(Cc3ccccc3)CC2)C1 (centres undefined)
91	-2	COc1cccc(C(C[N+](=O)[O-])c2c(C)[nH]n(-c3ccccc3)c2=O)c1 (centres undefined)
92	-16	NCCc1ccc(S(N)(=O)=O)s1
93	10	c1ccc(CC2c3nc[nH]c3CCN2Cc2cccc3nonc23)cc1 (centres undefined)
94	-7	CC(C(=O)N(C)CC(=O)Nc1cc(C(C)(C)C)ccc1O)n1cccn1 (centres undefined)
95	-13	CCCNC(=O)c1nnc2n1CCN(C(=O)C(CC)c1ccccc1)C2 (centres undefined)
96	2	O=C(Nc1cc(Cl)ccc1-c1nc2ccccc2[nH]c1=O)c1cccc(F)c1
97	-6	NC(=O)N/N=C1/CCCCC(O)CCC1 (centres undefined)
98	-8	CCC(=O)NCCn1c(C)cc2ccccc21
99	-2	Cn1c(=O)c2c(nc(N3CCOCC3)n2Cc2ccccc2Cl)n(C)c1=O
100	2	CC(NC(c1ccc2c(c1)OCCO2)C(C)C)C(=O)Nc1ccc(C#N)cc1 (centres undefined)
101	3	CC(c1cccc(-c2ccc(Cl)c(C(=O)O)c2)c1)N1CCCC1 (centres undefined)
102	2	CCc1[nH]nc(NC(=O)c2cncc(C)c2)c1Br
103	-13	CCC(C)C(C(=O)OCc1nc(N)nc(N)n1)c1ccccc1 (centres undefined)
104	-10	Cc1ccccc1CN1CCC(CN(Cc2cccnc2)C(=O)C2=NN(C)C(=O)CC2)CC1
105	4	Cc1cc(C)n2nc(SC(C)C(=O)N(C)C3CCCCC3)nc2n1 (centres undefined)
106	-5	CN1C(C(=O)NCC2CCCO2)=CC(c2cccs2)=NS1(=O)=O (centres undefined)
107	-12	O=C(c1ccc(-c2ncn[nH]2)cc1)N1CCCC(CCc2c(F)cccc2F)C1 (centres undefined)
108	-6	CO/N=C(/C(=O)O)c1cn2cc(Br)ccc2n1
109	-6	CCCc1nc2sc3c(c2c(=O)n1NC(=O)c1ccc([N+](=O)[O-])cc1)CC(C)(C)OC3
110	-4	CCNS(=O)(=O)c1cccc(C(=O)NC(C)(C)c2ccc3c(c2)OCCO3)c1
111	-19	CCc1nc(Sc2ccc(C=O)cc2[N+](=O)[O-])n[nH]1
112	-12	CN(C(=O)c1cn(Cc2ccc(Cl)cc2)nn1)C1CCCc2ccccc21 (centres undefined)
113	-10	O=C(Cc1csc(Nc2ccccc2)n1)NCCC1=CCCCC1
114	8	Cn1c(SCC(=O)NC2CC2)nc2sc3c(c2c1=O)CCCC3
115	-2	N#Cc1ccccc1OCCCn1cnc2ccccc2c1=O
116	4	N#CCc1ccc(NC(=O)CN2C(=O)CCCc3ccccc32)cc1
117	-2	CCCCNc1nc2c(c(=O)n(C)c(=O)n2C)c2oc(C)nc12
118	10	CC1ON=C(c2ccccn2)N(Cc2ccccc2)C1=O (centres undefined)
119	-6	Brc1cccc(-c2nnco2)c1
120	-3	CN(C)Cc1ccc(-c2ccc3nc[nH]c(=O)c3c2)cc1

An excerpt of these results, with bars between the fields:
No. | canonical_smiles | mcGAS RapidFire
117 | CCCCNc1nc2c(c(=O)n(C)c(=O)n2C)c2oc(C)nc12 | -2
112 | CN(C(=O)c1cn(Cc2ccc(Cl)cc2)nn1)C1CCCc2ccccc21 (centres undefined) | -12

The list continues.
#	mcGAS RapidFire	compound
121	-5	COC(=O)c1cccc(CNC(=O)NCc2ccoc2C)c1
122	9	COc1ccccc1OCCC(=O)NCc1cccc(N(C)C)c1
123	-2	CC(C)c1ccc(CN(C)S(=O)(=O)c2ccc(Cl)c([N+](=O)[O-])c2)cc1
124	-11	CCCN(C(=O)CN1CCC(=O)NC1=O)c1cccc2ccccc12
125	-3	C(=Nc1nc2ccccc2s1)Nc1nc2ccccc2s1
126	-13	CCc1nn(-c2nc3c(C)cccc3s2)c(N)c1C#N
127	-13	NC(=O)c1noc(CN2CCCC(CCc3ccccc3F)C2)n1 (centres undefined)
128	-2	COc1ccc(Cl)cc1NS(=O)(=O)c1cc(Cl)ccc1Cl
129	-45	COC(=O)C1CCN(S(=O)(=O)c2ccc(Br)s2)CC1
130	-13	CN1CCN(c2ccccc2NC(=O)c2cc(Cl)sc2Cl)CC1
131	-13	CC(=O)N1CCc2nc(C)nc(NCCCc3ccccn3)c2CC1
132	-5	O=C(c1ccc(Cl)cc1)N1CCCC(C(=O)N2CCCC2c2cccs2)C1 (centres undefined)
133	10	C=CCc1cc(CN2CCCC2c2nc(C)no2)cc(OC)c1OC(C)C (centres undefined)
134	-21	O=C1C(Cl)=C(NCc2ccccc2Cl)C(=O)N1C1CCCCC1
135	-6	Cc1nsc(NC(=O)N2CCCCC2c2nc(C(C)C)no2)n1 (centres undefined)
136	-9	Cc1ccncc1-c1cccc2ccnn12
137	-4	CC(C)CCNc1ncnc2c1nc1n2CCCCC1

Filtered by structure, those above with two or more sulfur atoms
#	mcGAS RapidFire	compound
19	2	Cn1nc(Sc2nnc(Nc3ccc(OC(F)(F)F)cc3)s2)c(=O)n(C)c1=O
20	-17	Cc1nnc(-c2cccc(NS(=O)(=O)NCc3ccccc3)c2)s1
29	-7	C=CCNC(=S)NN=Cc1ccc(C)s1
36	1	S=c1sc2ccccc2n1CN1CCOCC1
41	1	COC(=O)c1ccc(S(=O)(=O)Nc2cccc(SC)c2)cc1
44	3	CCOC(=O)C1=C(COC(=O)CCNS(=O)(=O)c2cccs2)NC(=O)NC1C (centres undefined)
46	-11	Cc1nc(SC(C)C(=O)NC(N)=O)c2c3c(sc2n1)CCCC3 (centres undefined)
58	-12&6	CC(=O)Nc1nnc(S(N)(=O)=O)s1
86	-2	Cc1ccc(S(C)(=O)=O)cc1NS(=O)(=O)c1cccc(C#N)c1
92	-16	NCCc1ccc(S(N)(=O)=O)s1
106	-5	CN1C(C(=O)NCC2CCCO2)=CC(c2cccs2)=NS1(=O)=O (centres undefined)
114	8	Cn1c(SCC(=O)NC2CC2)nc2sc3c(c2c1=O)CCCC3
125	-3	C(=Nc1nc2ccccc2s1)Nc1nc2ccccc2s1
129	-45	COC(=O)C1CCN(S(=O)(=O)c2ccc(Br)s2)CC1

Screening data (PubChem)
